Hck Nef HTS = blocks Nef-activated human Hck kinase | P08631 | Recombinant Hck-YEEI plus Nef, Z-Lyte FRET kinase assay | inhibition, % at 20 µM | actives 0.68% (n = 220,000) | AID 463187;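 active = Hck-Nef kinase inhibition above about 50%, limit read from the data; inactive = inhibition below that limit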;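 note: 0% = DMSO with Hck plus Nef and 100% = Hck alone without Nef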
Runt-CBFb FRET = blocks binding of human RUNX1 Runt domain to CBFb | AID 1496 | inhibition, % at 20 µM | Cerulean-Runt/Venus-CBFb FRET ratio 530/480, 1 h | actives 0.46% (n = 220,000) | Q01196+Q13951;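 active = inhibition over about 50% at 20 µM in the single-dose screen, limit read from the data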;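 note: 0% = DMSO wells and 100% = excess unlabeled CBFb competitor control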
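test system = Cerulean-Runt domain fusion protein, energy donor | probe or stimulus = Venus-CBFb binding partner, 100 nM | incubation = two 1 h room-temperature incubations shielded from light | detection = fluorescence energy transfer, 422 nm excitation, 530/480 nm emission | measure = loss of energy transfer signal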
hK5 inh = kallikrein 5 (human) inhibition | recombinant hK5, fluorogenic AMC substrate cleavage | actives 0.59% (n = 210,000) | inhibition, % at 5 µM;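 active = inhibition of 40% or more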;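 note: 0% = enzyme controls without compound and 100% = no-enzyme blanks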
Runt-SMMHC FRET = Runt domain-CBFb-SMMHC interaction inhibition; Q01196+Q13951; Cerulean-Runt/Venus-CBFb-SMMHC FRET ratio 530/480, 1 h; inhibition, % at 20 µM; actives 0.74% (n = 220,000); AID 1434;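 active = mean inhibition across duplicate retests at 20 µM reaching about 50%, limit read from the data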;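 note: 0% = DMSO wells and 100% = wells with excess untagged CBFb-SMMHC; inhibitors lower the FRET ratio by blocking Runt binding to CBFb-SMMHC; some results filed as inactive read as strong as hits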
FXIa inh 1536 = factor XIa (human) inhibition | P03951 | purified FXIa, Boc-Glu-Ala-Arg-AMC fluorogenic substrate | inhibition, % at 5 µM | actives 0.14% (n = 220,000);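 active = inhibition of at least 40%; inactive = inhibition below 40%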;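 note: fluorescence of freed AMC excited at 355 nm; 0% = enzyme without compound and 100% = no enzyme blank; many of its hits are not listed in these tables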
FXIIa inh 1536 = blocks human coagulation factor XIIa protease activity; P00748; purified FXIIa, Boc-QGR-AMC fluorogenic substrate, 2 h; inhibition, % at 5 µM; actives 0.3% (n = 220,000); in the data active = inhibition above about 40%;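 note: 0% = enzyme with no compound and 100% = blank without enzyme; many of its hits are not listed in these tables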
Target sequence (P00748 20-372 limits assumed): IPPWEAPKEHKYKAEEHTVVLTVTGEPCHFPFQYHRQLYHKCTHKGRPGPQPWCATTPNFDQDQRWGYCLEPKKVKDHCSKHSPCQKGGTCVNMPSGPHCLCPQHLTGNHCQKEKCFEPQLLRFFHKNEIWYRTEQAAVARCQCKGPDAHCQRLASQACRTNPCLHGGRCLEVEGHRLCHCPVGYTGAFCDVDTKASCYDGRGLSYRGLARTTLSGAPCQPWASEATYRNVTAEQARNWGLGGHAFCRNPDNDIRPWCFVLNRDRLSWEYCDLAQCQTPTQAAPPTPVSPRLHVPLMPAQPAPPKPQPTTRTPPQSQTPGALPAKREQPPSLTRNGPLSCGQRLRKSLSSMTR
Target sequence (P00748 373-615 limits assumed): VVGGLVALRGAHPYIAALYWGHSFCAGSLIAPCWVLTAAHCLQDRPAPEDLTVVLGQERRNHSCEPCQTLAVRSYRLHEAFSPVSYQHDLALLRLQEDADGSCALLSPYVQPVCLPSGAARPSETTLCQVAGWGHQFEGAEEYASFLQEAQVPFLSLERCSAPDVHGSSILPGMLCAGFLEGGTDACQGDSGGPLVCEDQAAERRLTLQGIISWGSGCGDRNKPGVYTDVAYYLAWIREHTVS
thrombin 1536 = inhibitors of human thrombin. alpha-thrombin, Boc-VPR-AMC fluorogenic substrate cleavage. inhibition, % at 5 µM. actives 0.26% (n = 220,000). AID 1046;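 active = inhibition at or above 40%; inactive = inhibition below 40%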;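 note: 0% = enzyme with no compound and 100% = wells without enzyme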
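Test system: human alpha-thrombin; medium: pH 7.5 Tris-saline with Tween 20; times: reaction at room temperature; signal: AMC fluorescence at 355 nm excitation and 460 nm emission; also added: Boc-VPR-AMC substrate, 15 µM final; dosing: one concentration per compound, 5 µM, with 0.2% DMSO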
14-3-3 Bad inh = disrupts binding of bovine 14-3-3 zeta to phospho-Bad peptide; inhibition, % at 21.7 µM; actives 0.71% (n = 220,000); TR-FRET 14-3-3zeta/Dy647-pBad peptide displacement, 1 h; P63103;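 active = inhibition above about 70%, limit read from the data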;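 note: 0% = full 14-3-3 plus peptide FRET controls and 100% = background without 14-3-3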
Target sequence (P63103 whole entry, looked up): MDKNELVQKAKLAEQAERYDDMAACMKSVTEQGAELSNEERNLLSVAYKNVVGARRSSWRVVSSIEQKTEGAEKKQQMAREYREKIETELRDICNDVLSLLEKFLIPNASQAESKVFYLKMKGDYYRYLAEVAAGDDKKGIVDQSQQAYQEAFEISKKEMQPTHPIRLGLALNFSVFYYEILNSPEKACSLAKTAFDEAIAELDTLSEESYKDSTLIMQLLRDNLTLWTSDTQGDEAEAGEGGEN
Wee1 stabilizer = inhibitors of human Wee1 degradation; P30291; HeLa Luc-Wee1K328M stability, luciferase luminescence; 100% = proteasome inhibitor MG132 effect; reporter increase, % at 5 µM; actives 1.2% (n = 220,000);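 active = activation above the mean of all tested compounds plus 3 SD, set per screening run, cut at about 8.8% in these data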;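 note: cells exposed to compound for 20 h before luminescence read; 0% = DMSO alone and 100% = MG132 at 30 µM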
* = called active by the depositor; / = no result given; [ ] = remark or other dose.

Under each structure: Hck Nef HTS, Runt-CBFb FRET, hK5 inh, Runt-SMMHC FRET, FXIa inh 1536, FXIIa inh 1536, thrombin 1536, 14-3-3 Bad inh, Wee1 stabilizer
> Cc1ccccc1NC(=O)CCSc1nnnn1-c1ccccc1
→ -9, -1, -6, -4, 4, 16, -2, -5[fluorescence artefact?], 8
> Cc1c(Br)c(-c2n[nH]c(=S)n2Cc2ccco2)nn1C
→ 2, 10, -13, 7, 6, 16, -2, 3, -2
> CCOC(=O)c1cnc(-n2nc(C)cc2C)nc1Nc1ccccc1OC
→ -1, -12, -17, -8, -27, 2, 0, 3, -1
> O=C(NCCCO)c1ccc(CSc2nc3ccccc3c(=O)[nH]2)cc1
→ 3, 2, -3, 4, -3, 7, -2, -1, -2
> Cc1nn(C)cc1CNC(=O)Nc1ccc(Cl)c(Cl)c1
→ -1, -1, -4, 0, -5, 8, -7, 4, 2
> COC(=O)c1ccc(-c2ccc([C@H]3[C@H]4C=CC[C@@H](C)[C@@H]4C(=O)N3Cc3ccccc3)c(F)c2)cc1
→ 28, 0, -1, 4, -2, 4, -5, -3, /
> Nc1ccc(N2CCCCC2)cc1N1CCCCC1
→ -1, 0, 1, 1, -10, 4, -7, 68[fluorescence artefact?], -5
> O=c1cc(NCc2ccccc2)nc2ccccn12
→ 19, -2, 2, -1, -1, 8, -9, -12, 12*
> COc1cc(/C=C2/C(=O)NN(c3ccc(F)cc3)C2=O)cc([N+](=O)[O-])c1O
→ 26, -6, 3, -6, 1, 9, -2, 4, 0
> Cc1ccc2nc3c(c(Nc4ccccc4)c2c1)CCC3
→ 12, 1, -5, 0, -2, -1, -7, -8, -2
> COc1ccc(C(=O)c2c(C(F)(F)F)oc3c2C(=O)c2ccccc2C3=O)cc1OC
→ 0, 1, -19, -5, -5, 13, 2, -16, -3
> Cn1c(=O)c2c(ncn2CC(=O)N2CCN(c3ccccc3F)CC2)n(C)c1=O
→ 0, -3, 7, -4, 0, -1, -2, 2[fluorescence artefact?], 0
> O=C(CCC1CCCC1)NCc1ccccn1
→ 0, -1, -18, 4, -9, -3, -10, -5[fluorescence artefact?], -3
> CCOC(=O)c1ccc(N/C(=N/S(=O)(=O)c2ccccc2)c2ccccc2)cc1
→ 4, -3, -4, 6, 5, 7, -4, 14, 4
> CCOc1ccc2nc(SCC(=O)Nc3cc4c(cc3C(C)=O)OCO4)[nH]c2c1
→ -1, -2, 3, -4, -12, 14, -1, 7, -3
> COC(=O)c1cc(C(=O)N2CCN(c3cccc(C)c3C)CC2)cc([N+](=O)[O-])c1
→ 15, -2, -1, -1, -1, 3, -10, -1, 2
> CN(C)CCCN(C(=O)CCOc1ccccc1)c1nc2ccc(F)cc2s1
→ 15, -1, 1, -2, 0, 9, -7, -17, 1
> O=C(CCC(=O)N1CCCc2ccccc21)N1CCN(S(=O)(=O)c2ccccc2)CC1
→ 1, 0, 1, 59, 32, 4, 1, -8[fluorescence artefact?], -1
> N/C(=N\OC(=O)Cc1ccccc1[N+](=O)[O-])c1ccc(Br)cc1
→ -8, 0, -4, -1, -1, -10, 0, 93*, 1
> COc1ccccc1NC(=O)CN1CCN(c2ccc(Cl)cc2)CC1
→ -1, -2, -5, 0, -3, 11, -5, -1, -1
> Cc1ccc(-c2nc3ccccc3o2)cc1NC(=O)c1ccc2c(c1)OCO2
→ 5, 0, -2, -7, -3, 9, -2, 12, 1
> CC(=O)Oc1ccccc1N(C(C)=O)S(=O)(=O)c1cccc([N+](=O)[O-])c1
→ -10, 1, -4, -1, -3, 1, -2, 0, 0
> Cc1c(C(=O)OCCOC(C)C)[nH]c2c1C(=O)CC(C)(C)C2
→ -8, 0, -10, 3, -5, 8, -9, -3, 2
> N#Cc1ccc2c(c1)nc1ccccn12
→ 18, 0, -37, -3, -5, -1, -9, 14, 2
> CCNc1nc(NC(C)C)nc(N(n2cnnc2)S(=O)(=O)c2ccc(C)cc2)n1
→ 7, -1, -10, 3, 1, 1, -9, 8, -1
> O=C(c1ccc2c3c(cccc13)CC2)C1CCCN(Cc2ccncc2)C1 (stereo not given)
→ 16, -2, -5, 0, -6, 2, -5, -13, -2
> CCN(CC)S(=O)(=O)c1cccc(C(=O)NC(C)C(c2cccs2)N2CCCC2)c1 (stereo not given)
→ -1, -1, 7, 0, 1, 5, 0, -9, -2
> Cc1ccc(Oc2cc(C)nc(-c3ccccc3O)n2)cc1
→ 3, -2, 6, -3, 2, 13, 5, /, 1
> O=C(O)c1cn(-c2ccccc2)nc1-c1cccnc1
→ -1, 3, 7, 0, 4, 17, 7, -4, 2
> CCC(Oc1ccc(C)c(C)c1)C(=O)O (stereo not given)
→ 0, 0, -25, 2, -13, 8, 1, -7[fluorescence artefact?], 0
> O=C(CN1CCCCC1)Nc1scc2c1c(=O)oc1ccccc12
→ 17, 3, 1, 0, 4, 10, -2, -9, 0
> COc1cccc(/C=C/C(=O)OCC(=O)NCc2ccco2)c1OC
→ 5, 0, -5, 0, 7, 5, 0, -14, 1
> O=C(c1ccccc1-c1nc(-c2ccccc2Cl)no1)N1CCOCC1
→ 3, 1, -4, 1, 6, 12, -3, -5, 6
> O=C(Cc1ccc(Br)cc1)NC1CCCCC1
→ 2, -1, -5, -2, -8, 8, -3, 1, 5
> O=C(Cn1c2ccccc2c(=O)c2ccccc21)N/N=C/c1cc([N+](=O)[O-])ccc1N1CCCCC1
→ 22, 36, -4, 25, 15, 7, 2, 70[fluorescence artefact?], -3
> C=CCn1c(N)c(C(=O)OCC)sc1=S
→ 1, 1, -14, -5, 2, 11, -1, -7[fluorescence artefact?], -3
> Cc1sc2nc(-c3cccnc3)[nH]c(=O)c2c1-c1ccccc1
→ 24, -1, 3, -2, 5, 8, /, -4, -1
> O=C(CCn1nc(-c2ccc(Cl)cc2)ccc1=O)N1CCN(c2ccccn2)CC1
→ -21, -5, -5, -85, -2, 8, -2, 3, -1
> Cc1ccc(Oc2ncccc2/C=N/OCc2ccc(Cl)c(Cl)c2)cc1
→ 1, -2, 18, -3, 3, 16, 4, -19[fluorescence artefact?], 0
> CCCN1CCN(CCCNC(=S)Nc2ccc3nc(N4CCN(CC)CC4)cc(C)c3c2)CC1
→ -26, 2, -2, 2, -4, 4, -1, -10, 0
> O=C1CCCC1C(=O)Nc1ccc2ccccc2c1 (stereo not given)
→ 8, 2, 3, -2, 3, 6, -1, -5, 7
> O=C(O)C1C2C=CC(C2)C1C(=O)NCCCn1ccnc1 (stereo not given)
→ 6, 2, 0, 1, 9, 18, 5, -4, -1
> O=C(CNC(=O)c1ccc(N2C(=O)c3ccccc3C2=O)cc1)OCC(=O)c1ccc(Cl)cc1
→ 4, -1, -18, 1, 8, 5, -3, -5, -1
> CCN(CC)CCNC(=O)Cc1c(C(=O)O)n(CC)c2ccccc12
→ 1, -1, -4, -16, -1, 10, 0, -5, -4
> Cc1cccc2c1N(CCOc1ccc(C(C)(C)C)cc1)C(=O)C2=O
→ 0, -10, 18, -5, 4, 11, -3, -2, 3
> COc1ccccc1Nc1ccc([N+](=O)[O-])cc1N
→ 11, 3, -20, -8, 2, 7, -2, -14, 4
> CCc1ccc(CNCCNCC(C)O)cc1 (stereo not given)
→ 0, 4, -7, 0, 1, 11, -2, 37[fluorescence artefact?], 3
> Cc1ccc(C(=O)N(c2ccccc2)C2CC(C)N(C(=O)c3ccco3)c3ccccc32)cc1 (stereo not given)
→ 1, -1, 1, 2, 5, 5, -2, 2, 2
> COc1ccc(S(=O)(=O)N2c3cc(Cl)ccc3Oc3nc4ccccc4nc32)cc1
→ 5, -5, -3, -3, 7, 13, 3, -2, 1
> CC1=C(C(=O)Nc2ccc(C)cc2)C(c2ccc(C)o2)C2=C(CC(C)(C)CC2=O)N1 (stereo not given)
→ 4, 0, -10, 2, 23, 45*, -5, 6[fluorescence artefact?], 2

Later entries:
Under each structure: Hck Nef HTS, Runt-CBFb FRET, hK5 inh, Runt-SMMHC FRET, FXIa inh 1536, FXIIa inh 1536, thrombin 1536, 14-3-3 Bad inh, Wee1 stabilizer
> O=c1[nH]c2cc3c(cc2cc1CN(Cc1cccs1)Cc1nnnn1Cc1ccco1)OCCO3
→ 3, -62, -6, -140, -2, 11, 1, 5, -2
> Cc1ccc(NC(=O)Cn2cnc3c(=O)n(C)c(=O)n(C)c32)c(C)c1
→ 7, 1, 5, 0, 4, 1, -7, 1, -1
> Clc1ccccc1CN(Cc1ccco1)Cc1nnnn1C1CCCC1
→ 7, -7, 5, -8, -1, 21, 7, -14[fluorescence artefact?], 5
> O=C(O)CCc1nn2c3ccccc3nc2n(-c2ccccc2)c1=O
→ -20, 0, -15, 1, 6, 6, -3, -8, 1
> CCOc1ccc(NC2=CC(=O)CC(c3ccco3)C2)cc1 (stereo not given)
→ 18, 3, 0, 1, -3, 5, -8, -6, -3
> O=S(=O)(/C=C/c1ccccc1)c1ccccc1
→ 5, 1, -17, -7, -2, 5, 1, -2[fluorescence artefact?], 1
> COc1ccc(CN(Cc2ccc(C(=O)O)cc2)C(=S)Nc2cccc(C)c2)cc1OC
→ -8, 1, /, -2, 11, 13, -1, 64, 5
> COc1ccc(-c2nn(-c3ccccc3)cc2C(=O)Nc2nccs2)cc1
→ 1, 1, -3, 0, 15, 25, 2, 0, 0
> CCn1cc(C(=O)Nc2ccc(OC)c(S(=O)(=O)N3CCCCC3)c2)c(=O)c2ccc(C)nc21
→ 14, -1, -13, -2, 2, 0, -8, 38[fluorescence artefact?], -2
> CC(C)(C)c1ccc(S(=O)(=O)NCC(=O)Nc2ccc(-c3nc4ccccc4s3)cc2)cc1
→ 2, 3, -30, -2, 0, -11, -6, -14[fluorescence artefact?], 3
> CCCN1CNC(=S)N(c2ccc(C(=O)OCC)cc2)C1
→ 0, 1, 5, 2, -6, 8, -4, -1, 4
> CC(=O)Nc1ccc(OC(=O)Oc2ccc(NC(C)=O)cc2)cc1
→ -5, 9, 30, 1, 28, 13, -11, 0, 3
> CC(C)OC(=O)c1c(NS(=O)(=O)c2ccccc2)sc2c1CCCC2
→ 9, 2, -19, -24, -3, 3, -3, 1[fluorescence artefact?], 0

Rows are unselected; any-hit rate near 4.2%.
